Rad51 HR inh: blocks human Rad51 in homologous recombination; inhibition, % at 10 µM; 200,000 tested, 0.085% active; hRad51 DNA strand exchange, fluorescence dequenching; AID 1385;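 active = inhibition above 40% at the single screening dose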;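 note: 0% = DMSO control wells and 100% = blanks with heterologous ssDNA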
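Assay system: Human Rad51 nucleoprotein filaments preassembled on unlabelled ssDNA | Reagent: Donor/quencher-labelled 47-bp dsDNA substrate | Doses: One concentration, 10 µM final | Times: 37 °C 15-min filament assembly, 30-min compound preincubation, 15-min exchange | Technique: Fluorescein emission 520 nm, excitation 485 nm | Benchmarks: Plate control and blank wells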
Cl transport mod: KCC2 (human) Cl- transport modulation; KCC2 cells, thallium flux FluoZin-2 fluorescence; B-score of Tl+ flux slope (higher = more flux/activation; lower = inhibition) at 10 µM; 190,000 tested, 2.2% active; AID 1456;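 active = thallium flux slope and its plate-corrected score both differing from the plate sample mean at a set confidence after two filtering rounds, in either direction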;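 note: slope of fluorescence scaled to starting intensity during 10 to 20 s after thallium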
Target sequence (Q9H2X9 whole entry, looked up): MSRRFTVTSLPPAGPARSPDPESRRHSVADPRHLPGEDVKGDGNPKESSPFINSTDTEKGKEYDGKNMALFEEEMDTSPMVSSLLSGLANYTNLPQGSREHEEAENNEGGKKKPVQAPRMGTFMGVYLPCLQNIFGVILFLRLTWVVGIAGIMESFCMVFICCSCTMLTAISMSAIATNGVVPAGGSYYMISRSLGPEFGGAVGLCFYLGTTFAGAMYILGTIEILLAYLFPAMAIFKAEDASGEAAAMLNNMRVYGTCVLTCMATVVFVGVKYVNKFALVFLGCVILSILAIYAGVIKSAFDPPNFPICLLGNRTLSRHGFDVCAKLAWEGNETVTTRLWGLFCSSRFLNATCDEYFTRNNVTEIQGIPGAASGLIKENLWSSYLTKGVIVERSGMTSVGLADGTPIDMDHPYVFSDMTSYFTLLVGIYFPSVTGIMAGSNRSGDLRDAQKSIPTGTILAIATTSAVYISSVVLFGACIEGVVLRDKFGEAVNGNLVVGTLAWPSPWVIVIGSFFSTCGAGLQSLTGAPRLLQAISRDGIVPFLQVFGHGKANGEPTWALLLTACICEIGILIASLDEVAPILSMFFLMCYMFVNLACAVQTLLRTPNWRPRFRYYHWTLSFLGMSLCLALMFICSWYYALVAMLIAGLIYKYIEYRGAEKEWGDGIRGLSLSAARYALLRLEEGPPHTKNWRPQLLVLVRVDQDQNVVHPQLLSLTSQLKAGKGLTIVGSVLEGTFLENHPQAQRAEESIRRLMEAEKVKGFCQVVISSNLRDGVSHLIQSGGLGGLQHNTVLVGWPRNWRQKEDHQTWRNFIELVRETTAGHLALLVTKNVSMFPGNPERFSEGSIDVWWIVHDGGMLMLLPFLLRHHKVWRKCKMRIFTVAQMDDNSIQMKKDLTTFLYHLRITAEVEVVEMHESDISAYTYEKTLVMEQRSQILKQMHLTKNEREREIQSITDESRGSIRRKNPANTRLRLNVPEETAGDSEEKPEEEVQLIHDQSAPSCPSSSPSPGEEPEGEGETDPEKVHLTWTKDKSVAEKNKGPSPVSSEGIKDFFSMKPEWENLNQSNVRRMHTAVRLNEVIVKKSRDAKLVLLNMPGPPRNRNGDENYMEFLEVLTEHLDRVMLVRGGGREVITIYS
FXIa inh: inhibitors of human coagulation factor XIa | P03951 | purified FXIa, Boc-Glu-Ala-Arg-AMC fluorogenic substrate | inhibition, % at 5 µM | 220,000 tested, 0.14% active | AID 798;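 active = inhibition of at least 40%; inactive = inhibition below 40%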;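 note: fluorescence of freed AMC excited at 355 nm; 0% = enzyme without compound and 100% = no enzyme blank; many of its hits are not listed in these tables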
hK5 inh: blocks human kallikrein 5 protease activity. inhibition, % at 5 µM. recombinant hK5, fluorogenic AMC substrate cleavage. 210,000 tested, 0.59% active. AID 873. Q9Y337;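 active = inhibition of 40% or more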;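 note: 0% = enzyme controls without compound and 100% = no-enzyme blanks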
Furin inh: human furin inhibition | purified furin, fluorogenic substrate cleavage | 220,000 tested, 0.061% active | P09958 | inhibition, % at 30 µM; in the data active = inhibition above about 25%; note: inactives centre near -15
thrombin 1536: thrombin (human) inhibition; P00734; alpha-thrombin, Boc-VPR-AMC fluorogenic substrate cleavage; inhibition, % at 5 µM; 220,000 tested, 0.26% active; AID 1046;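 active = inhibition at or above 40%; inactive = inhibition below 40%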;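 note: 0% = enzyme with no compound and 100% = wells without enzyme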
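System: human alpha-thrombin protein; Compound dosing: one concentration per compound, 5 µM, with 0.2% DMSO; Timing: reaction at room temperature; Technique: AMC fluorescence, 355/460 nm; Controls: enzyme without compound as high, wells lacking enzyme as low.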
PERK inhibitor: blocks human PERK kinase | Q9NZJ5 | 220,000 tested, 0.17% active | CHO PERK-DD fusion, SEAP luminescence translation reporter | inhibition, % at 5.6 µM;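 active = inhibition above the mean inhibition of all tested compounds plus 3 SD, set separately per screening campaign, cut at about 2.9% in these data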;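 note: PERK kinase domain activated by AP20187 dimerizer at 100 nM; 0% = DMSO with dimerizer and 100% = rapamycin at 8.4 µM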
Calpain2 inh: inhibitors of pig calpain II; AID 1236; 220,000 tested, 0.37% active; purified calpain II, fluorogenic peptide substrate, 30 min; inhibition, % at 16 µM;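 active = inhibition above about 50%, limit read from the data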
FXIIa inh 1536: factor XIIa (human) inhibition. P00748. purified FXIIa, Boc-QGR-AMC fluorogenic substrate, 2 h. inhibition, % at 5 µM. 220,000 tested, 0.3% active. AID 800; in the data active = inhibition above about 40%;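 note: 0% = enzyme with no compound and 100% = blank without enzyme; many of its hits are not listed in these tables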
* = called active by the depositor; . = no result given; & = joins results of further samples; [ ] = another dose, or the depositor's remark.

SMILES	Rad51 HR inh	Cl transport mod	FXIa inh	hK5 inh	Furin inh	thrombin 1536	PERK inhibitor	Calpain2 inh	FXIIa inh 1536
N#Cc1nc(-c2ccccc2Cl)oc1NCC1CCCO1 (centres undefined)	1	-0.83	-6	-39	-9	-12	2.5	-34	4
C=CCNc1nc(-c2ccccn2)nnc1-c1ccccc1	6	.	-34	2	-10[20 µM]	-7	-0.6	13	-3
CCOCCCNC(=O)c1ccc(CS(=O)(=O)Cc2ccc(C)cc2)o1	4	.	3	2	-22	0	-0.3	-10	8
COc1ccc2oc(C(=O)OCC(=O)c3ccc4c(c3)OCCO4)c(C)c2c1	5	.	-3	40	-10	5	0.1	24	26
C=CCn1c(C)cc(-c2csc(NCC)n2)c1C	-62	0.24	5	-7	-15	-7	-0.6	-55	3
CNC(=O)c1cc2ncc(C(F)(F)F)cc2s1	-2	.	1	-6	-23	-3	0.9	-26	5
Cc1cc(N)n(-c2nc3ccccc3s2)n1	13	0.095	-3	-6	-33	-19	0.0	-19	6
Cc1nc(N2CCN(S(=O)(=O)c3cccc4nonc34)CC2)c2c3c(sc2n1)CCCC3	1	-0.16	1	-14	-17	-4	-0.3	-47	7
OC(COc1cccc(OCC(O)CN2CCOCC2)c1)CN1CCOCC1 (centres undefined)	0	-0.046&0.35	-7&-3	-19&10	-12&-15	-3&-1	0.9&1.3	-27&11	-3&-2
O=C(COc1ccc(-n2cnnn2)cc1)N1CCN(c2ccc(F)cc2)CC1	-1	-0.8	4	-3	-3	4	0.1	-18	14
Cc1ccc(-c2cn3c(=O)cc(C)[nH]c3n2)cc1	-5	.	5	-24	-22[20 µM]	4	0.0	-297	15
Cc1ccc(-n2c(O)c(/C=C3/C(c4ccccc4)=Nc4ccccc43)c(=O)[nH]c2=O)cc1	-8	-1.7	-4	3	-1	17	0.2	-8	4
Cc1ccc(SCc2ccc(C(=O)N3CCCC3)cc2)cc1	8	-1.2	-6	-6	-12	1	0.0	8	2
Cn1c2ccccc2c(=O)c2c(O)cccc21	19	-0.37	10	6	-20	1	0.2	-19	4
CC(C)NC(=O)NC(=O)COc1c(F)c(F)cc(F)c1F	-1	0.64	-2	-23	12[20 µM]	-8	-1.7	1	-5
Cc1cc(C)cc(NC2=NCC(=O)N2Cc2ccccc2)c1	1	-1	4	-8	-4[20 µM]	0	0.1	-10	19
O=C(c1ccc(S(=O)(=O)N2CCOCC2)cc1)N1CCN=C1SCc1cccnc1	-6	1.3	-16	0	-19	-9	-0.6	13	-9
O=C(COc1ccccc1)Nc1ccc(S(=O)(=O)N2CCOCC2)cc1	-1	.	-4	3	-29	-1	0.7	12	12
COc1cc(C2C(C#N)=C(N)Oc3c2oc(CO)cc3=O)cc(OC)c1OC (centres undefined)	0	-0.047	1	-14	-21	-7	1.3	-8	16
Cc1ccc(C(=O)NC2CC(C)(C)NC(C)(C)C2)c(C)c1	4	.	-7	-8	-10	1	-0.4	17	12
O=C(CCc1nnc(CCCCc2ccccc2)o1)NCCn1cccn1	8	0.071	6	2	-7	-12	0.4	21	12
CCOC(=O)N/N=C(\C)c1cccs1	0	-0.15	-2	-2	-30	-7	0.7	2	13
CC(C)(C)n1nnnc1C(c1cccs1)N(Cc1ccccc1)Cc1ccco1 (centres undefined)	-7	0.22	-3	-4	-10	-6	-0.1	0	5
CC(=O)OC1c2c(ccc3ccc(=O)oc23)OC(C)(C)C1OC(=O)CC(C)C (centres undefined)	-5	-0.94	.	.	-14	.	-0.8	0	.
O=C(NNS(=O)(=O)c1ccc(F)cc1)c1ccc(S(=O)(=O)N2CCCCC2)cc1	.	0.37	4	-7	-10	-6	2.4	-12	9
CCC(C)NC(=S)N1CCN(C)CC1 (centres undefined)	-30	-0.91	5	-11	-12	-12	0.5	-2	14
COCCSc1ccccc1C(=O)Nc1ccccc1C#N	2	0.48	-6	-3	-20	-7	-0.2	-17	3
NNC(=O)c1nnn(-c2nonc2N)c1-c1cccs1	-8	0.38	15	0	-16[20 µM]	-23	0.2	8	18
CCCCCOC(=O)Cn1c(N2CCOCC2)nc2c1c(=O)[nH]c(=O)n2C	-1	.	-2	-8	-20	-6	-0.2	12	12
Cc1cc(C)c2cc(C(O)c3nnnn3Cc3ccccc3)c(=O)[nH]c2c1 (centres undefined)	-5	-1	12	-10	-31	3	-0.3	-13	15

As a working copy, part of the list above.
SMILES	Rad51 HR inh	Cl transport mod	FXIa inh	hK5 inh	Furin inh	thrombin 1536	PERK inhibitor	Calpain2 inh	FXIIa inh 1536
Cc1cc(C)cc(NC2=NCC(=O)N2Cc2ccccc2)c1	1	-1	4	-8	-4[20 µM]	0	0.1	-10	19
O=C(c1ccc(S(=O)(=O)N2CCOCC2)cc1)N1CCN=C1SCc1cccnc1	-6	1.3	-16	0	-19	-9	-0.6	13	-9
O=C(COc1ccccc1)Nc1ccc(S(=O)(=O)N2CCOCC2)cc1	-1	.	-4	3	-29	-1	0.7	12	12
COc1cc(C2C(C#N)=C(N)Oc3c2oc(CO)cc3=O)cc(OC)c1OC (centres undefined)	0	-0.047	1	-14	-21	-7	1.3	-8	16
Cc1ccc(C(=O)NC2CC(C)(C)NC(C)(C)C2)c(C)c1	4	.	-7	-8	-10	1	-0.4	17	12
O=C(CCc1nnc(CCCCc2ccccc2)o1)NCCn1cccn1	8	0.071	6	2	-7	-12	0.4	21	12
CCOC(=O)N/N=C(\C)c1cccs1	0	-0.15	-2	-2	-30	-7	0.7	2	13
CC(C)(C)n1nnnc1C(c1cccs1)N(Cc1ccccc1)Cc1ccco1 (centres undefined)	-7	0.22	-3	-4	-10	-6	-0.1	0	5
CC(=O)OC1c2c(ccc3ccc(=O)oc23)OC(C)(C)C1OC(=O)CC(C)C (centres undefined)	-5	-0.94	.	.	-14	.	-0.8	0	.
O=C(NNS(=O)(=O)c1ccc(F)cc1)c1ccc(S(=O)(=O)N2CCCCC2)cc1	.	0.37	4	-7	-10	-6	2.4	-12	9
CCC(C)NC(=S)N1CCN(C)CC1 (centres undefined)	-30	-0.91	5	-11	-12	-12	0.5	-2	14
COCCSc1ccccc1C(=O)Nc1ccccc1C#N	2	0.48	-6	-3	-20	-7	-0.2	-17	3
NNC(=O)c1nnn(-c2nonc2N)c1-c1cccs1	-8	0.38	15	0	-16[20 µM]	-23	0.2	8	18
CCCCCOC(=O)Cn1c(N2CCOCC2)nc2c1c(=O)[nH]c(=O)n2C	-1	.	-2	-8	-20	-6	-0.2	12	12
Cc1cc(C)c2cc(C(O)c3nnnn3Cc3ccccc3)c(=O)[nH]c2c1 (centres undefined)	-5	-1	12	-10	-31	3	-0.3	-13	15

(next part)
SMILES	Rad51 HR inh	Cl transport mod	FXIa inh	hK5 inh	Furin inh	thrombin 1536	PERK inhibitor	Calpain2 inh	FXIIa inh 1536
COc1ccc(-c2cc(C(=O)N3CCc4ccccc4C3)no2)cc1	0	-1.9	-5	-19	-14	0	-0.5	-3	-1
COC(=O)c1sc(SC)nc1N	0	-0.083	7	7	0	2	2.2	-6	9
Cc1ccc(-c2cc(Cc3ccccc3)c(=O)[nH]n2)cc1	13	-0.79	-3	-1	-18	-5	-0.7	15	-1
Fc1ccc(-c2n[nH]c(=S)n2/N=C/c2c[nH]c3ccccc23)cc1	-14	-0.27	-6	5	-10	-8	-0.1	-5	5
Nc1ccc2c(c1)CCC2=O	-7	0.1	.	.	0[20 µM]	.	1.1	.	.
CCOc1ccc(/C(O)=C2\C(=O)C(=O)N(CCOCCO)C2c2ccccc2OC)cc1 (centres undefined)	-6	-0.16	-2	9	-6	1	0.3	32	-1
O=C1CCCc2c1cnc1ncnn21	-3	-0.46	-3	-12	-19	0	0.6	-17	3
Cc1cc(-c2csc(N)n2)c(C)n1Cc1ccco1	-6	0.8	0	1	-19	-3	2.2	-17	7
CCOC(=O)c1ccc(NS(=O)(=O)c2ccc3c(c2)CCCN3C(C)=O)cc1	0	-1	-20	-11	-12[20 µM]	-3	1.1	10	-4
Cc1noc(C)c1COC(=O)COc1ccc(C#N)cc1	0	0.032	-4	-6	-17	-4	0.1	5	5
O=C(CN(CC1CCCO1)C(=O)CNS(=O)(=O)c1ccccc1)NCc1ccccc1 (centres undefined)	-3	-0.7	6	-17	5[20 µM]	1	0.0	-18	-2
Cc1cc(C)nc(N/C(=N\S(=O)(=O)Cc2ccccc2)Nc2ccc(F)c(Cl)c2)n1	9	3.2	-14	-12	-18	-3	0.5	9	7
O=C1CCC(NC(=O)c2ccccc2)C(=O)N1 (centres undefined)	.	0.68	1	-1	-13	-3	0.8	-16	6
COc1ccc2cc(C)c3nnc(SCC(=O)Nc4nc(-c5ccccc5)cs4)n3c2c1	-9	1.2	4	8	-21[20 µM]	1	1.5	-92	17
S=c1[nH]ccn1-c1ccc(Cl)cc1	-5	-1.7	6	5	-9	-1	1.2	10	13
O=C(NCCn1cc(SCC(=O)N2CCOCC2)c2ccccc21)c1ccccc1	-9	0.72	5	-8	-15	-3	-0.1	12	17
O=C1c2cccc(OCC(=O)N3N=C(c4cccs4)CC3c3ccc(F)cc3)c2CCN1Cc1ccccc1 (centres undefined)	6	0.079	-5	-11	-16	-6	-0.8	-176	2
Cc1ccc2nc(NC(=O)c3cccs3)sc2c1	-5	1.4	-12	-17	-9	-1	-0.3	-259	7
O=C(Cc1noc2ccccc12)NNC(=S)Nc1ccccc1	.	0.083	-2	.	-29	-2	0.8	-20	11
Cc1cc(C(=O)NC(C)CCC(C)C)c2ccccc2n1 (centres undefined)	-49	1.3	5	1	-21	-1	-0.1	20	11
O=C(NNC(=S)NC(=O)c1cccnc1)c1ccccc1	-4	1.7	3	-73	-12[20 µM]	3	0.5	-8	16
c1ccc(N2CCCCC2)c(Nc2nc3ccccc3n3cnnc23)c1	.	0.58	3	3	-12	-2	-0.3	-54	7
O=C(NCCc1nc2ccccc2[nH]1)/C(=C/c1ccc2c(c1)OCO2)NC(=O)c1ccc(Cl)cc1Cl	-3	-0.71	-8	-26	-13	0	-0.7	-37	1
CCCCCCC(=O)NN1CCN(C)CC1	-8	-0.46	0	-4	-3[20 µM]	2	0.5	-17	9
COc1ccc2c(c1OC)C(=O)N1N=C(c3ccc(Br)cc3)CC21 (centres undefined)	-6	0.35	-2	7	-5	-2	0.0	26	8
CCOC(=O)C1(CCSC)NC(c2ccco2)C2C(=O)N(C)C(=O)C21 (centres undefined)	-7	-0.17	4	-9	-31	2	-0.2	-19	11
O=C(CN1CCCCCC1=O)OCc1ncc(-c2ccccc2)o1	10	.	-2	-10	-26	-3	1.2	-9	5
CCC(C)NC(=O)c1c(F)c(F)c(F)c(F)c1F (centres undefined)	-1	0.15	2	-15	-7[20 µM]	-5	1.2	-19	10
CCn1ccnc1[C@@H]1C[C@H]2CN(c3ccccc3OC)C(=O)[C@]23CCCN13	26	.	-1	.	-14	-2	0.9	-7	-1
Nc1n[nH]c(-c2ccccc2)c1-c1ccccc1	5	-1.9	6	12	-19	6	-0.9	-13	10

Whole records from above. Values in the order: Rad51 HR inh, Cl transport mod, FXIa inh, hK5 inh, Furin inh, thrombin 1536, PERK inhibitor, Calpain2 inh, FXIIa inh 1536
`CCCCCCC(=O)NN1CCN(C)CC1` reads -8, -0.46, 0, -4, -3[20 µM], 2, 0.5, -17, 9
`COc1ccc2c(c1OC)C(=O)N1N=C(c3ccc(Br)cc3)CC21` (centres undefined) reads -6, 0.35, -2, 7, -5, -2, 0.0, 26, 8

Compound activity: PubChem BioAssay, several laboratories

Only part of the results is shown; rates above refer to the full screens.
